# Bioassay records from PubChem BioAssay.
# Bim-Bcl-W – inhibitors of Bim-Bcl-W interaction, human. Q92843. bead-based flow cytometry, Bim peptide-Bcl-W binding. inhibition, % at 10 µM. 190,000 compounds, 0.02% hits. AID 952;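 note: 0% = bound tracer without compound and 100% = peptide blocker; higher means less fluorescent Bim peptide bound to Bcl-W beads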
# Bim-Bcl-B – inhibitors of Bim-Bcl-B interaction, human | Q9HD36 | 190,000 compounds, 0.073% hits | AID 951 | bead-based flow cytometry, Bim peptide-Bcl-B binding | inhibition, % at 10 µM;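 note: 0% = tracer peptide without compound and 100% = reference inhibitor peptide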
# Target sequence (Q9HD36 whole entry, looked up): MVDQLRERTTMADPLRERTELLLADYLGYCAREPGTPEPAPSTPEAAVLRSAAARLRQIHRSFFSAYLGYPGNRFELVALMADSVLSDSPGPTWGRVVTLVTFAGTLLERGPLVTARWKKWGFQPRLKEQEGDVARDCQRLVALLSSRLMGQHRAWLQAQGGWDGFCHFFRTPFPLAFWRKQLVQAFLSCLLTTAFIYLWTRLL
# Bim-Bfl-1 – human Bim-Bfl-1 interaction inhibition; Q16548; Bead-based flow cytometry, Bim-Bfl-1 binding inhibition; inhibition, % at 10 µM; 190,000 compounds, 0.12% hits;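 note: 0% = wells without compound plus tracer and 100% = blocker peptide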
# GSH bead fluor – GSH bead compound fluorescence profile; GSH beads flow cytometry, compound fluorescence 488/530 nm; active compounds read high; fluorescence (KMESF) at 10 µM; 190,000 compounds, 0.25% hits; AID 1776; in the data active = fluorescence above about 89;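 note: glutathione beads carrying GST-tagged Bcl family fusion proteins plus one bare bead set; values are compound well signal with DMSO vehicle wells as background; inactives centre near 16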
# ABCG2 block – inhibitors of human ABCG2 transporter, ABCB1 counter-screen | Q9UNQ0 | IgMXP3 cells, JC-1 efflux, flow cytometry | inhibition, % at 6.6 µM | 190,000 compounds, 0.1% hits | AID 1325;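 active = inhibition above 80%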;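 note: 0% = DMSO and 100% = nicardipine control wells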
#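 test system = two drug-resistant human cell lines, ABCG2 and ABCB1 | amount = 3 million cells/mL final, two lines in 1:1 ratio | reagent = JC-1 transporter substrate | doses = one concentration, 6.6 µM final | incubation = 10 min at 25 °C | signal = flow cytometric JC-1 green MFI at 530 nm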
# ABCB1 inh – blocks JC-1 efflux by human ABCB1 transporter; P08183; CCRF-Adr cells, flow cytometry; inhibition, % at 6.6 µM; 190,000 compounds, 0.067% hits; in the data active = inhibition above about 40%;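 note: 0% = vehicle and 100% = reference inhibitor; higher value means more JC-1 retained so stronger ABCB1 efflux block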
# RGS4-Gao reg – modulates binding of RGS4 to human Galphao | Multiplexed bead flow cytometry; actives lie on both sides | binding response (% of control), % at 10 µM | 220,000 compounds, 0.33% hits | AID 1415; in the data active = binding response below about 49% or above about 150%; inactive = in between;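 note: fluorescent Galphao activated with aluminum fluoride binding bead-coupled RGS4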
# RGS7-Gao – human RGS7-Galphao interaction regulation. AID 1439. binding response (% of control), % at 10 µM. 220,000 compounds, 0.35% hits. Multiplexed bead flow cytometry, RGS7-Galphao binding; actives lie on both sides. P09471; in the data active = binding response below about 49% or above about 150%; inconclusive = no clear call, values can overlap the other calls; inactive = in between;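 note: fluorescent Galphao held in activated GDP-AlF4 state binding bead-coupled RGS7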
# Bim-Bcl-XL – inhibitors of Bim-Bcl-XL interaction, human; inhibition, % at 10 µM; 190,000 compounds, 0.04% hits; Q07817; Bim peptide-Bcl-XL binding, bead flow cytometry, fluorescence
# Target sequence (Q07817 whole entry, looked up): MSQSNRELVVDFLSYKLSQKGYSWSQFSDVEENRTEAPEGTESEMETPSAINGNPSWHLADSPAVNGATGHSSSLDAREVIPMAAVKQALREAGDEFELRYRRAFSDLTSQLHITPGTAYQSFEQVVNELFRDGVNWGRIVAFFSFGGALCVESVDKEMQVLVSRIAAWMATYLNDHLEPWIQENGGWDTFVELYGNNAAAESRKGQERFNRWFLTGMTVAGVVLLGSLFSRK
# Bcl-2 Bim block – disrupts Bim peptide binding to human Bcl-2; P10415; Bead-based flow cytometry, Bim peptide-Bcl-2 binding; inhibition, % at 10 µM; 190,000 compounds, 0.06% hits; AID 950; in the data active = inhibition above about 40%; inconclusive = no clear call, values can overlap the other calls;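 note: 0% = no compound wells with probe peptide and 100% = reference peptide inhibitor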
# Target sequence (P10415 whole entry, looked up): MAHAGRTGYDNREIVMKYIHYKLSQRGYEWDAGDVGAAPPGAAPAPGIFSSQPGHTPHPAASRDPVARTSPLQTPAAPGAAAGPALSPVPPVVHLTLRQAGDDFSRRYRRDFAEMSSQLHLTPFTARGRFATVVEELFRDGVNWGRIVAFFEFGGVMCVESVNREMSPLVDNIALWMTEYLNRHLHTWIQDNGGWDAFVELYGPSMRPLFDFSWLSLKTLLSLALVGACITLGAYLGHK
# RGS8-Gao – human RGS8-Galphao interaction regulation | P09471 | multiplexed bead flow cytometry, RGS8-Galphao binding; actives lie on both sides | response (percent of control binding), % at 10 µM | 220,000 compounds, 0.34% hits | AID 1423; in the data active = response below about 60% or above about 140%; inactive = in between;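 note: Galphao activated as the GDP aluminium fluoride complex binding bead-coupled RGS8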
# * hit, by the source's call; ? = inconclusive; / = no result given. Cut-off read from the data, not from the text of the source, unless noted: active = inhibition above about 40%. An unsorted share of the library. Share with any hit: about 1.1%.
# Preview:
1. COc1cccc(C2CC(C(F)(F)F)n3ncc(C(=O)Nc4c(C)n(C)n(-c5ccccc5)c4=O)c3N2)c1 (configuration not stated)
2. Cc1ccc(NC(=O)c2sccc2C)cc1S(=O)(=O)N(C)C
3. COc1ccc(NS(=O)(=O)c2ccc(O)c(NC(=O)c3cc4c(C)nn(-c5ccc(F)cc5)c4s3)c2)cc1
4. COc1ccc(C(=O)n2nc(C)cc2C)cc1OC
5. CC(C)Cn1c(N)c(C(=O)COC(=O)c2cc(-c3ccccc3)nc3ccccc23)c(=O)n(C)c1=O

entry no. | 1 | 2 | 3 | 4 | 5
Bim-Bcl-W | / | 0 | 0 | 3 | -2
Bim-Bcl-B | / | -1 | 0 | 3 | -3
Bim-Bfl-1 | / | 0 | 2 | 2 | -1
GSH bead fluor | 61 | 6 | 14 | 26 | 18
ABCG2 block | 5 | 7 | -4 | 4 | 6
ABCB1 inh | 0.9 | 0.4 | -0.6 | 1.0 | 0.9
RGS4-Gao reg | 101 | 105 | 95 | 95 | 100
RGS7-Gao | 101 | 99 | 95 | 99 | 100
Bim-Bcl-XL | / | -2 | -2 | 16 | -2
Bcl-2 Bim block | ? | 3 | 0 | -1 | -1
RGS8-Gao | 108 | 105 | 98 | 96 | 99

# This part in full, from the start:
1. COc1cccc(C2CC(C(F)(F)F)n3ncc(C(=O)Nc4c(C)n(C)n(-c5ccccc5)c4=O)c3N2)c1 (configuration not stated)
2. Cc1ccc(NC(=O)c2sccc2C)cc1S(=O)(=O)N(C)C
3. COc1ccc(NS(=O)(=O)c2ccc(O)c(NC(=O)c3cc4c(C)nn(-c5ccc(F)cc5)c4s3)c2)cc1
4. COc1ccc(C(=O)n2nc(C)cc2C)cc1OC
5. CC(C)Cn1c(N)c(C(=O)COC(=O)c2cc(-c3ccccc3)nc3ccccc23)c(=O)n(C)c1=O
6. CCCCNc1ccc2nsnc2c1[N+](=O)[O-]

entry no. | 1 | 2 | 3 | 4 | 5 | 6
Bim-Bcl-W | / | 0 | 0 | 3 | -2 | -4
Bim-Bcl-B | / | -1 | 0 | 3 | -3 | -13
Bim-Bfl-1 | / | 0 | 2 | 2 | -1 | -20
GSH bead fluor | 61 | 6 | 14 | 26 | 18 | 17
ABCG2 block | 5 | 7 | -4 | 4 | 6 | 33
ABCB1 inh | 0.9 | 0.4 | -0.6 | 1.0 | 0.9 | 1.7
RGS4-Gao reg | 101 | 105 | 95 | 95 | 100 | 101
RGS7-Gao | 101 | 99 | 95 | 99 | 100 | 97
Bim-Bcl-XL | / | -2 | -2 | 16 | -2 | -9
Bcl-2 Bim block | ? | 3 | 0 | -1 | -1 | -12
RGS8-Gao | 108 | 105 | 98 | 96 | 99 | 98

# Only Bim-Bcl-W, Bcl-2 Bim block and Bim-Bcl-B, for some of the entries so far:
nr	SMILES	Bim-Bcl-W	Bcl-2 Bim block	Bim-Bcl-B
3	COc1ccc(NS(=O)(=O)c2ccc(O)c(NC(=O)c3cc4c(C)nn(-c5ccc(F)cc5)c4s3)c2)cc1	0	0	0
4	COc1ccc(C(=O)n2nc(C)cc2C)cc1OC	3	-1	3
5	CC(C)Cn1c(N)c(C(=O)COC(=O)c2cc(-c3ccccc3)nc3ccccc23)c(=O)n(C)c1=O	-2	-1	-3
6	CCCCNc1ccc2nsnc2c1[N+](=O)[O-]	-4	-12	-13

# Remaining list, next part
7. O=C(CCCNS(=O)(=O)c1cccc2nsnc12)NCc1ccccc1
8. CCNc1nc(SCc2ccccc2)nc(N2CCOCC2)n1
9. CN(C)/C=C/c1onc(-c2ccccc2Cl)c1C#N
10. COc1ccc(CNC(=O)CS(=O)Cc2nc(-c3ccc(C)cc3)oc2C)cc1 (configuration not stated)
11. COc1ccc(C2C(C#N)=C(N)Nc3nc4ccccc4n32)cc1 (configuration not stated)
12. O=C(O)c1cccc2c1C(=O)N(C1CCCCC1)C2

entry no. | 7 | 8 | 9 | 10 | 11 | 12
Bim-Bcl-W | -5 | 2 | 0 | 1 | -3 | 2
Bim-Bcl-B | -7 | -2 | -2 | -7 | -7 | -2
Bim-Bfl-1 | -15 | -6 | -4 | -7 | -16 | -7
GSH bead fluor | 29 | 23 | 10 | 23 | 8 | 21
ABCG2 block | 2 | 9 | 2 | 6 | 9 | -2
ABCB1 inh | 0.6 | 0.8 | 0.0 | 1.6 | 0.5 | -2.1
RGS4-Gao reg | 100 | 97 | 96 | 103 | 91 | 104
RGS7-Gao | 102 | 98 | 96 | 103 | 91 | 103
Bim-Bcl-XL | -11 | 1 | 0 | -3 | -2 | -1
Bcl-2 Bim block | -10 | -7 | 1 | -7 | -10 | -4
RGS8-Gao | 101 | 102 | 101 | 106 | 99 | 98

# (continued)
nr | SMILES | Bim-Bcl-W | Bim-Bcl-B | Bim-Bfl-1 | GSH bead fluor | ABCG2 block | ABCB1 inh | RGS4-Gao reg | RGS7-Gao | Bim-Bcl-XL | Bcl-2 Bim block | RGS8-Gao
13 | O=C(NNC(=O)c1ccncc1)c1ccncc1 | -1 | -10 | -16 | 37 | 12 | 0.5 | 110 | 110 | -16 | -11 | 111
14 | C=CCn1c(Cc2ccc(OC)cc2)nnc1SCC(=O)c1cccc([N+](=O)[O-])c1 | -3 | -2 | -2 | 61 | 8 | 2.0 | 99 | 103 | -3 | -2 | 101
15 | O=C(NC(=S)Nc1ccc(S(=O)(=O)Nc2nccs2)cc1)c1ccccc1F | 0 | 1 | -4 | 14 | -2 | 0.1 | 83 | 89 | 2 | 1 | 90
16 | CCOc1ccc(C(C(=O)Nc2ccc(F)cc2)N(C(=O)Cn2nnc3ccccc32)C2CC2)cc1 (configuration not stated) | 1 | -1 | -1 | 23 | 2 | 1.1 | 107 | 107 | -2 | -2 | 108
17 | CC1CCN(C(=O)C2CC(c3ccc(F)cc3)=NO2)CC1 (configuration not stated) | -1 | 1 | -2 | 14 | 1 | 0.1 | 95 | 97 | -4 | 0 | 102
18 | O=C(NCc1ccccn1)c1cc(-c2ccccc2)nc2ccccc12 | -4 | -7 | -19 | 14 | 0 | 0.5 | 100 | 101 | -9 | -5 | 99
19 | COc1ccc(N/C=C/C(=O)c2ccc3c(c2)OCO3)cc1OC | -4 | -7 | 1 | 21 | -1 | -3.6 | 98 | 106 | -5 | -2 | 97
20 | COc1cc([N+](=O)[O-])ccc1NC(=O)CN(C)C | 0 | -8 | -6 | 28 | 4 | 0.5 | 97 | 98 | -3 | -5 | 102
21 | Fc1ccccc1OCCCCSc1ncccn1 | -1 | -3 | 0 | 63 | 1 | -0.2 | 93 | 91 | -3 | -3 | 95
22 | COc1cccc(CN2CCN(C3CCN(c4ccccc4F)CC3)CC2CCO)c1 (configuration not stated) | -3 | -4 | -8 | 14 | 3 | 0.8 | 105 | 130 | -5 | -6 | 97
